HttQ103 aggreg: qHTS Multiplex Assay to Identify Dual Action Probes in a Cell Model of Huntington: Aggregate Formation (GFP). 220,000 compounds, 1.1% hits. Potency, µM (top dose mostly 46.1 µM), without a hit: at the top dose activity change, negative = inhibition, most hits filed as inhibitors. PC12 HttQ103-GFP aggregates, Acumen cytometry, 40 h; also: potency is read from the fitted curve at half-maximal effect; % is scaled to controls: 0 for no effect and ±100 for the full control effect; nearly all actives have a fitted effect of over 60% in size
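Huntingtin Q103 exon 1–GFP aggregates in induced PC12 cells (100 nM tebufenozide) were quantified by cytometry from lysates, with compounds dosed in titration.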
IMPase Li inh: qHTS Assay for Identifying the Cell-Membrane Permeable IMPase Inhibitors: Potentiation with Lithium; CHO-M1 cells, IP1 TR-FRET (IP-One), carbachol + lithium; 210,000 compounds, 0.35% hits; Potency, µM (titrated, usually from 59.4 µM), for the others: at the top dose activity, negative = IMPase inhibition, hits mostly inhibitors; AID 1457, 2008;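 also: IP1 builds up when IMPase is blocked and the TR-FRET signal falls; potency is read from the fitted curve at half-maximal effect; plate controls were basal vehicle for no effect and high inhibitor control for full effect; nearly all actives have a fitted effect of over 50% in size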
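IP1 accumulation measured by competitive TR-FRET in lysed CHO-M1 cells after 30 min compound exposure at 37C, with a small lithium addition to potentiate weak responses. Hill-equation AC50 from ratio and donor-channel data.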
CBFb-RUNX1 inh: qHTS Assay for Compounds Blocking the Interaction Between CBF-beta and RUNX1 for the Treatment of Acute Myeloid Leukemia; Runt-related transcription factor 1 (Homo sapiens) + Core-binding factor subunit beta …; AlphaScreen CBFb-His/RUNX1-biotin binding, biochemical; Potency, µM (doses to about 59.8 µM), for inactives: at the highest dose activity, negative = inhibition, usual class: inhibitors; 230,000 tested, under 10 active; AID 1477, 2009; also: % of control where 0% means no effect
Target sequence (Q01196 whole entry, looked up): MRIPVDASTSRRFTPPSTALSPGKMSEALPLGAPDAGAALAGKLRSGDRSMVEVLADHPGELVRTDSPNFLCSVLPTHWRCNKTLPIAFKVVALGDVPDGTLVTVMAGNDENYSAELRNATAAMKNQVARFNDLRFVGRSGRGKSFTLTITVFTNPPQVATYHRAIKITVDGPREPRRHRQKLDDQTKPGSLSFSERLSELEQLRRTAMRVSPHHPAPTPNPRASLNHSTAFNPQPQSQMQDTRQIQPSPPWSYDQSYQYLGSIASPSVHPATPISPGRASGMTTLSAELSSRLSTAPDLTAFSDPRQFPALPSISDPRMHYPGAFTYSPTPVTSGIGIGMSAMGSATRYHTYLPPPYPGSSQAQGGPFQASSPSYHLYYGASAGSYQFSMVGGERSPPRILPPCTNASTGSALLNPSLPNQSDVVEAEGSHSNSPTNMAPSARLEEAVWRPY
Target sequence (Q13951 whole entry, looked up): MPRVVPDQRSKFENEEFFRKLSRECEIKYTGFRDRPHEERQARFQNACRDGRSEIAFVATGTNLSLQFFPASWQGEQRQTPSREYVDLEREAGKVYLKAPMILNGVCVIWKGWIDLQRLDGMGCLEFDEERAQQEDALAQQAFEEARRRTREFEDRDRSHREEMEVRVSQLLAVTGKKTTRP
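AlphaScreen proximity signal reports loss of binding between His-tagged CBF-beta and biotin-labelled RUNX1, each at 30 nM. Proteins are pre-associated for 20 minutes, compounds added for 15 minutes, then beads for 90 minutes, all at ambient temperature.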
Luc counter: Counterscreen for Luciferase (Kinase-Glo TM) Inhibition. AID 1379, 2008. Kinase-Glo luciferase, ATP luminescence, 8 min. Potency, µM (titrated, usually from 38.3 µM), inactives show at the top dose activity change, negative = inhibition, hits mostly inhibitors. 200,000 compounds, 0.28% hits; also: potency is read from the fitted curve at half-maximal effect; % is scaled to controls: 0 for no effect and ±100 for the full control effect; nearly all actives have a fitted effect of over 60% in size
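Inhibition of Kinase-Glo luciferase light generation was assessed at 10 uM ATP in pH 7.2 imidazole buffer, with luminescence measured after eight minutes at ambient temperature.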
NPSR antag: qHTS Assay for Antagonists of the Neuropeptide S Receptor: cAMP Signal Transduction | CHO-NPSR cells, cAMP TR-FRET, antagonist mode | Potency, µM (top dose mostly 38.3 µM), for the others: at the highest dose activity change, negative = inhibition, usual class: inhibitors | 220,000 compounds, 1% hits; also: potency is read from the fitted curve at half-maximal effect; % is scaled to controls: 0 for no effect and ±100 for the full control effect; nearly all actives have a fitted effect of over 50% in size; many of its hits are not listed in these tables
Target sequence (Q6W5P4 whole entry, looked up): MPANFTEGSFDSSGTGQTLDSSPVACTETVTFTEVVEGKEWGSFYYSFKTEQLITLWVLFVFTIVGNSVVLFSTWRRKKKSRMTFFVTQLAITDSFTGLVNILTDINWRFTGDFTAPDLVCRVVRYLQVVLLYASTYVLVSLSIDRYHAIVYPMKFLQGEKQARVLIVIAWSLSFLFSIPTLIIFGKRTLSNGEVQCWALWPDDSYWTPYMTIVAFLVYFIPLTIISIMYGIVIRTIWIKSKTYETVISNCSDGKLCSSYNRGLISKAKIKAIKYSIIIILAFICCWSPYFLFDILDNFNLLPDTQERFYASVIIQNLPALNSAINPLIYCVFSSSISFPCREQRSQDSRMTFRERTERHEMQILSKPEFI
Epigenetic reg: Quantitative High-Throughput Screen for Regulators of Epigenetic Control. murine LDR cells, GFP reporter derepression, 30 h. Potency, µM (highest dose often 53.9 µM), for inactives: at the highest dose GFP activation, most hits filed as activators. 280,000 compounds, 0.2% hits; also: potency is read from the fitted curve at half-maximal effect; % of control where 0% means no effect; nearly all actives have a fitted effect of over 60% in size
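GFP-positive cell count by laser-scanning cytometry (objects 20–120 um) after 30 h, 37 C compound exposure of murine LDR cells; reporter is CMV-GFP integrated at a silenced locus, inducible by HDAC or DNMT inhibitors.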
Lamin A splicing: qHTS Assay for Modulators of Lamin A Splicing. HeLa LMNA splicing GFP/RFP minigene ratio, 48 h. Potency, µM (top dose mostly 46.1 µM), for inactives: at the highest dose ratio change, negative = inhibition, hits mostly inhibitors. 200,000 compounds, 0.01% hits. AID 1487, 2009; active = well fitted inhibition curve with a large enough effect in the signal ratio, with a control signal flat, not every such curve was filed as active; inconclusive = small, poorly fitted or top-dose-only effect, or effect the other way, or a change in a side signal; the % refers to the signal ratio; also: potency is read from the fitted curve at half-maximal effect; % is scaled to controls: 0 for no effect and ±100 for the full control effect
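S3 HeLa cells stably expressing lamin A-EGFP splicing minigene plus DsRed2, 600 cells/well, 48 h compound exposure at 37C. Laser-scanning cytometry; analysed as GFP (500-530 nm)/RFP (575-640 nm) total intensity ratio; 0.5% DMSO vehicle.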
Active calls of the source: *; ? = inconclusive; / = no result given; & = joins results of further samples; [ ] = remark or other dose. Unless noted, calls follow the shape of the dose curve; as a rule, active = well fitted curve in the direction sought with a large enough effect; inconclusive = small, poorly fitted or top-dose-only effect, or another doubt; inactive = no such curve, though single readings can be large; an effect the other way counts as inactive or inconclusive. Some of the compounds tested. The share of hits here may be higher or lower than overall.

Molecule,HttQ103 aggreg,IMPase Li inh,CBFb-RUNX1 inh,Luc counter,NPSR antag,Epigenetic reg,Lamin A splicing
Cc1cccc(OCCCC(=O)Nc2ccc(N3CCCCC3)cc2)c1,2%,15%[38.3 µM],-3%,-2%,-6%[46.1 µM],-1.1%,10%
CCCCCCCC1Cc2ccccc2C(C(C(=O)OC)C(=O)OC)N1C(=O)OC (configuration not stated),/,4%&12%,0%,-2%,/,-1.1%,16%[9.22 µM]
COc1ccccc1NS(=O)(=O)c1cc(NC(=O)c2[nH]c(C)c(C(C)=O)c2C)ccc1N1CCOCC1,-4%[9.22 µM],/,-18%,/,-11%,2.2%,/
COC(=O)N/N=C/c1ccc(/C=N/NC(=O)OC)cc1,20%[9.22 µM],9%,4%,-2%,12%,1.1%,?
COC(=O)c1ccc(NC(=O)N2CCCC(C(=O)c3ccccc3OC)C2)cc1 (configuration not stated),-7%[9.22 µM],9%,-2%,-1%,3%,0.9%,4%[46 µM]
CCOC(=O)c1cnn(-c2ccccc2)c1NC(=O)CN1CCCCC1,-20%[9.22 µM],/,10%,/,11%,-1.1%,/
CCCc1cc2c(n1Cc1ccc(OC)cc1)C(C)C1CN(C(=O)c3ccccc3)C(C)(C(=O)OC)C21 (configuration not stated),/,-1%,1%,-4%,/,2.3%,/
O=C(N/N=C/c1ccc(Br)cc1)c1cc[n+](Cc2ccccc2)cc1,-14%,1%,-2%,-2%,16%,-1.0%,?
CC(NC(=O)/C=C/c1ccc(Br)cc1)c1ccccc1 (configuration not stated),-8%,8%,7%,4%,-14%,0.0%,?
CC(=O)OC(C(=O)NC1CCCCC1)c1cccc(F)c1 (configuration not stated),7%[9.22 µM],2%,-1%,6%,-10%,-8.7%,4%[46 µM]
Cc1nn(-c2ccc(F)cc2)c(C)c1/C=C/C(=O)N1CCNC(=O)C1,0%,0%,-2%,0%,9%,0.0%,?
CC(C)NC(=O)c1ccc(CNC(=O)OCC(F)(F)F)cc1,-4%,31%[38.3 µM],8%,-1%,-8%[46.1 µM],1.5%,1%
Cc1noc2ncnc(Oc3cc(Cl)ccc3Cl)c12,?,5%,15%,2%,-18%,2.4%,/
COC(=O)[C@@H]1C[C@@]2(O)[C@H](O)[C@H](O)[C@H](O)C[C@H]2N1Cc1ccc(C(C)(C)C)cc1,41%[9.22 µM],-4%,1%,1%,16%,4.6%&-2.0%,/
O=C(/C=C/c1ccc2c(c1)OCO2)Nc1cc(S(=O)(=O)N2CCOCC2)ccc1N1CCOCC1,2%,-3%,-1%,1%,-13%,-0.9%,0%
COc1ccc(-c2nc(-c3ccccc3)oc2Nc2c(C)cccc2C)cc1,/,14%,5%,2%,/,0.0%,/
CC1=C(C)CC(C(=O)Nc2cccc(Cl)c2)C(C(=O)O)C1 (configuration not stated),?,16%[38.3 µM],1%,1%,-15%[46.1 µM],-1.1%,17%
OCCc1ccc(-c2ccc(Cl)cc2)o1,-1%,7%[38.3 µM],-6%,-1%,?,-1.0%,-5%
CCCCNC(=O)Nc1ccccc1C(=O)Nc1ccc(OC)cc1,11%,16%[38.3 µM],-4%,-3%,-12%[46.1 µM],2.8%,2%
CCCc1nc(SCc2ccccc2Cl)n[nH]1,-23%,2%[38.3 µM],-1%,-4%,13%[46.1 µM],-0.3%,-4%
Cc1ccc(C(=O)N2CCN(c3ccc([N+](=O)[O-])c(NCc4ccco4)c3)CC2)cc1,-18%,3%[38.3 µM],?,-3%,?,1.0%,11%
CCCCOc1ccc(C(=O)OC(C)CN(C)C)cc1 (configuration not stated),1%,9%[38.3 µM],7%,-2%,-2%[46.1 µM],-0.9%,-1%[0.0737 µM]
NS(=O)(=O)c1ccc(CCNC(=O)CSc2nc3ccsc3c(=O)n2CCCCCC(=O)O)cc1,-24%,-1%,1%,-2%,14%,2.3%,/
COc1cccc2c(=O)cc(C)n(CC(=O)Nc3ccc(C)c(C)c3)c12,-27%,0%[38.3 µM],4%,0%,-13%[46.1 µM],-0.8%,?
Cc1ccc(-c2nc(CS(=O)CC(=O)NCCN3CCCC3)c(C)o2)cc1 (configuration not stated),-10%,-3%[38.3 µM],-1%,-4%,0%[46.1 µM],1.8%,-15%
O=S(=O)(Cc1cc(Cl)nc(-c2ccccc2)n1)c1ccccc1,13%,0%[38.3 µM],25%,4%,-8%[46.1 µM],-6.1%,-3%
Cc1ccc(S(=O)(=O)N2CCCCC2)cc1NC(=O)CCOc1ccccc1,9%,5%,10%,3%,-16%[46.1 µM],0.0%,?
COc1ccc(-n2c(C)c(C(C)=O)c3cc(OCC(N)=O)ccc32)cc1,31%[9.22 µM],8%,-3%,3%,26%,-0.6%,-6%[46 µM]
Oc1ccc(-c2[nH]ncc2-c2cnn(-c3ccccc3)c2)c(O)c1,-20%,7%,-3%,-1%,-13%,0.3%,/
CC1(C)Cc2nc3oc4c(SCC(N)=O)ncnc4c3cc2CO1,40%[9.22 µM],/,7%,/,-2%,-2.3%,/
Cn1nnnc1SCc1ccc(C(=O)Nc2ccccc2F)cc1,?,-8%[38.3 µM],1%,-18%,-12%[46.1 µM],3.4%,12%
COc1cc(OC)cc(C(=O)Nc2c(C)nn(-c3ccccc3)c2C)c1,-9%,2%,4%,13%,3%,0.1%,-5%[46 µM]
O=C(Nc1ccc(S(=O)(=O)N2CCOCC2)cc1)c1ccc([N+](=O)[O-])o1,-1%[9.22 µM],/,2%,/,-55%,0.1%,/
CCOCCCNC(C(=O)Nc1ccc(OC)c(Cl)c1)c1ccccc1 (configuration not stated),3%,9%,6%,-2%,-29%,2.4%,10%[46 µM]
CCCn1c(NC(=O)c2ccc(F)cc2)nc2ccccc21,-23%,5%,-8%,1%,-35%,-2.1%,-9%[46 µM]
CCS(=O)(=O)N1CCCC(C(=O)NC2CCC(C)CC2)C1 (configuration not stated),3%,-4%[38.3 µM],-3%,-3%,4%[46.1 µM],-0.9%,9%[0.0737 µM]
CCCC(=O)Nc1nc2ccc(NC(=O)c3ccccc3F)cc2s1,-31%[9.22 µM],25%,10%,-2%,17%,8.2%,?
CC(C)C[C@@H]1NC(=O)[C@H](C(C)C)NC(=O)c2cc([N+](=O)[O-])cc(I)c2OCC[C@@H](C(N)=O)NC1=O,3%,7%,2%[2.36 µM],13%,12%,3.5%,-7%
CC1CCCCN1C(=O)CCS(=O)(=O)c1cccc2nonc12 (configuration not stated),15%,2%,9%,-3%,6%,-0.2%,11%[9.22 µM]
CCN1C(c2ccccc2)=C(c2ccccc2)S/C1=C/C=C1\SC(=S)N(C)C1=O,-24%,7%,?,?,-17%[46.1 µM],0.0%,-1%
O=c1cc[nH]c2cc(C(F)(F)F)ccc12,-32%,-2%[38.3 µM],3%,-2%,0%[46.1 µM],-0.9%,-1%[0.0737 µM]
COc1ccccc1C1N(c2cc(Cl)ccc2OC)C(=O)C2CCCN21 (configuration not stated),-14%,3%[38.3 µM],4%,-1%,-16%[46.1 µM],0.0%,-3%
Cc1c(Br)c(C(F)(F)F)nn1CC(=O)N1CCCC1,-12%,-5%[38.3 µM],1%,12%,-22%[46.1 µM],-0.7%,1%
O=C(Nc1cccc2ccccc12)c1cn(-c2ccccc2)nc1-c1cccs1,-10%,8%[38.3 µM],-1%,-1%,-28%[46.1 µM],-0.1%,1%
CCOC(=O)c1ccc(NC(=O)Nc2ccccn2)cc1,-5%[9.22 µM],2%,-1%,-7%,-8%,-0.7%,-5%[46 µM]
COC(=O)c1cc(OC)c(OC)cc1NC(=O)Cn1nnc(-c2ccccc2Cl)n1,22%,26%[38.3 µM],-1%,-1%,-12%[46.1 µM],0.1%,14%
COCCNC(=O)NC(=O)COC(=O)C1(c2ccc(Cl)cc2)CC1,7%,18%,0%,3%,-4%,-1.9%,-9%[46 µM]
CC(C)C[C@@H](CC(=O)N[C@@H](CCCN)CC(=O)N[C@@H]1CCNC[C@H]1C(=O)N[C@H](CC(=O)N[C@@H](CCC(=O)O)CC(=O)O)Cc1ccccc1)NC(=O)[C@@H]1CNCC[C@H]1N,/,12%,3%,1%,/,0.0%,/
COc1cccc(NS(=O)(=O)Cc2ccccc2)c1,-4%,2%[38.3 µM],-2%,2%,2%[46.1 µM],4.6%,18%
C#Cc1cccc(NC(=O)c2ccc(Cl)cc2Cl)c1,5%[9.22 µM],/,23%,/,28%,-1.3%,/
CCCc1nc2c(nnn2Cc2ccccc2)c(=O)[nH]1,-2%,31%[activator][38.3 µM],1%,-1%,-2%[46.1 µM],0.9%,21%
CCC1(C)Cc2c(sc3nnn(CC(=O)Nc4ccc(C)cc4)c(=O)c23)CO1 (configuration not stated),1%,5%[38.3 µM],0%,-1%,-27%[46.1 µM],-1.2%,0%
CCN(CC)CCOC(=O)c1ccc([N+](=O)[O-])cc1,-6%[9.22 µM],/,8%,/,21%,-1.8%,/

Profiles, quoted from the list:
COCCNC(=O)NC(=O)COC(=O)C1(c2ccc(Cl)cc2)CC1 in the list: HttQ103 aggreg: 7%; IMPase Li inh: 18%; CBFb-RUNX1 inh: 0%; Luc counter: 3%; NPSR antag: -4%; Epigenetic reg: -1.9%; Lamin A splicing: -9%[46 µM]
CCN1C(c2ccccc2)=C(c2ccccc2)S/C1=C/C=C1\SC(=S)N(C)C1=O in the list: HttQ103 aggreg: -24%; IMPase Li inh: 7%; CBFb-RUNX1 inh: ?; Luc counter: ?; NPSR antag: -17%[46.1 µM]; Epigenetic reg: 0.0%; Lamin A splicing: -1%

Screening data (PubChem)
